human PMI inhibitors: MPI inhibition at elevated mannose 6-phosphate – biochemical, fluorescence intensity, high mannose 6-phosphate, primary screen (AID 1220); inhibition, % at 20 µM, or IC50 in µM where a hit was titrated; recombinant PMI enzyme, coupled fluorescence intensity; higher % means a stronger effect; 190,000 compounds, 0.66% hits
P. falciparum M17LAP: P. falciparum M17LAP inhibitors, primary screen, biochemical, fluorogenic H-Leu-NHMec substrate, 1536-well (AID 1619) | recombinant M17LAP, H-Leu-NHMec fluorogenic kinetic assay; higher % means a stronger effect | 220,000 compounds, 0.38% hits | inhibition, % at 30 µM, or IC50 in µM where a hit was titrated;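 active means compound inhibiting the enzyme by more than half at any dose during confirmatory dose-response retesting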;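 further: plate controls were full reaction with DMSO carrier for no effect and no enzyme background for full effect; strong numbers were not always called active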
TNAP activators: human TNAP enzyme activators, primary screen, biochemical, luminescent, no phosphate acceptor, uHTS (AID 1001). 200,000 compounds, 0.03% hits. purified TNAP, luminescent activation assay, no phosphate acceptor; higher activation fold means a stronger effect. activation fold at 20 µM, or EC50 in µM where a hit was titrated; in the data active means activation fold from about 3, or a potency from the dose series; inactive means the rest, 99 in 100 with activation fold below about 1.6; further: many of its hits are not listed in these tables
Yfh1-off respiration: mitochondrial function rescue without frataxin homolog – Friedreich's ataxia, plus single-dose screen, dose response (AID 1465); S. cerevisiae Yfh1-off respiration, WST-1 reduction, 72 h; higher fold induction means a stronger effect; fold induction at 50 µM, or EC50 in µM where a hit was titrated; 220,000 compounds, 0.074% hits;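 active means fold induction of absorbance versus untreated yeast above a set limit, then at least 30% activation at any dose in follow-up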;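 further: activators that raise dye reduction in frataxin-depleted yeast; strong numbers were not always called active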
LYP inhibition: PTPN22 lymphoid phosphatase activity blockers – biochemical, fluorescence intensity, uHTS (AID 1779). recombinant LYP phosphatase, fluorescence intensity; higher % means a stronger effect. inhibition, % at 11.5 µM, or IC50 in µM where a hit was titrated. 290,000 compounds, 0.054% hits;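 further: plate controls were vehicle with enzyme for no effect and no enzyme for full effect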
WT yeast gro inh: growth inhibition of WT yeast, mitochondrial fusion screen; mitochondrial fusion phenotypic screen, WT strain; inhibition, % at 10 µM; 190,000 compounds, 2.1% hits; in the data active means inhibition above about 58%; tested in S. cerevisiae
P. falciparum M1AAP: malaria alanyl aminopeptidase activity blockers – biochemical, fluorogenic H-Leu-NHMec substrate, 1536-well (AID 1445); inhibition, % at 30 µM, or IC50 in µM where a hit was titrated; 220,000 compounds, 0.42% hits; recombinant M1AAP, H-Leu-NHMec fluorogenic kinetic assay; higher % means a stronger effect;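 active means primary inhibition above the hit cutoff, then over 50% inhibition at one or more dose response concentrations, cut at about 23% in these data, passing the limit was not always enough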;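 further: plate controls were DMSO full reaction for no effect and no enzyme background for full effect; strong numbers were not always called active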
XIAP displacement: XIAP antagonists, biochemical, IAP family, fluorescence polarization (AID 1018); XIAP BIR domain, fluorescence polarization peptide displacement; higher % means a stronger effect; 200,000 compounds, 0.007% hits; displacement, % at 20 µM, or IC50 in µM where a hit was titrated; in the data active means displacement above about 50%; further: a part of the inactive calls stands beside numbers as strong as those of hits
human PMI inhibition: MPI enzyme activity inhibition – biochemical, fluorescence intensity, coupled assay, primary screen (AID 1209) | purified PMI enzyme, coupled fluorescence intensity; higher % means a stronger effect | one-dose inhibition, % at 20 µM; IC50 in µM for titrated hits | 190,000 compounds, 0.42% hits;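 further: plate controls were DMSO vehicle for no effect and wells lacking substrate for full effect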
WT yeast gro inh mutant strain: further read-out of WT yeast gro inh, marked with its call; inhibition, %; mitochondrial fusion phenotypic screen, mutant strain inhibition
* hit, by the source's call; i = inactive; . = not tested or not shown. Unless noted, no stated cut-off is given here; in the data, active means inhibition above about 50%; inactive means the rest.

Order of values – human PMI inhibitors	P. falciparum M17LAP	TNAP activators	Yfh1-off respiration	LYP inhibition	WT yeast gro inh	WT yeast gro inh mutant strain	P. falciparum M1AAP	XIAP displacement	human PMI inhibition
> CCOc1ccc(NC(=O)C(=O)NCCCn2ccnc2)cc1
    15%	4%	1.1	i	-11%	7	9	6%	-6.8%	16%
> Cc1ccc(C(=O)N/C(=C\c2ccc(-c3ccc(Br)cc3)o2)C(=O)NC2CCS(=O)(=O)C2)cc1 (stereo not given)
    8%	8%	1.1	i	-3%	2	-8	18%	-10%	13%
> O=C(NCCc1c[nH]c2ccccc12)c1cnc2n(c1=O)CCS2
    -2%	19%	1.1	i	-2%	6	-1	12%	-1.3%	-4%
> CC(C)=CC(=O)OCC(=O)Nc1nc(C)c(Cl)cc1Cl
    -5%	2%	1	i	-10%	12	15	-3%	-5.0%	-6%
> CCC(=O)c1ccccc1OCCCN1C(=O)NC(C)(C)C1=O
    5%	8%	1.1	i	-9%	0	1	9%	-1.1%	6%
> CC(C(=O)NCc1ccccn1)N1C(=O)c2ccccc2C1=O (stereo not given)
    22%	4%	1	i	-2%	8	3	-1%	2.6%	16%
> O=C(c1cccc(N2C(=O)C3CC=CCC3C2=O)c1)N1CCCc2ccccc21 (stereo not given)
    4%	18%	1.1	i	-1%	-1	15	5%	-3.3%	-1%
> Cc1ccc(N(CC(=O)Nc2cc(Cl)ccc2Oc2ccccc2)S(C)(=O)=O)cc1C
    13%	6%	1.1	i	6%	4	-16	2%	-1.3%	12%
> CC(C)c1ccc(OCC(=O)NCc2ccco2)cc1
    -3%	4%	1.1	i	-9%	.	.	6%	-2.2%	10%
> O=C(NC1CCCCC1)C(Cc1ccccc1)NS(=O)(=O)c1cccs1 (stereo not given)
    -12%	18%	1	i	-12%	-12	-5	14%	-6.8%	-9%
> COc1ccc(NC(=O)c2cc(-c3cccc(OC)c3)on2)cc1
    1%	1%	1	i	-4%	-8	16	5%	-7.4%	-1%
> Cc1ccsc1C1C(C#N)=C(N)N(N(C)C)C2=C1C(=O)CCC2 (stereo not given)
    16%	39%	1.1	i	-7%	6	4	8%	-5.1%	0%
> CCCOc1ccc(C(=O)OCC(=O)c2c(N)n(C)c(=O)n(C)c2=O)cc1OC
    3%	0%	1.1	i	-4%	-6	-6	1%	-8.0%	5%
> COC(=O)c1ccccc1NC(=O)c1ccccc1NS(C)(=O)=O
    7%	-5%	1.1	i	0%	10	-8	0%	-8.4%	10%
> Cc1ccc(-c2nnc(SCC(=O)N3CCOCC3)nc2-c2ccc(C)cc2)cc1
    1%	9%	1	i	-5%	74*	3.5*	2%	-7.6%	2%
> O=C(NCCCN1CCN(Cc2ccccc2)CC1)C1CCN(c2nnc(-n3cccc3)s2)CC1
    4%	-8%	1.2	i	-3%	2	-13	-8%	1.8%	-2%
> CCn1nc(C(=O)NCc2ccco2)c(Cl)c1Cl
    10%	15%	1	i	-9%	19	-5	-6%	-2.3%	1%
> CCOc1ccc(S(=O)(=O)n2c(C)nc3ccccc32)cc1
    -4%	-2%	0.9	i	-6%	4	2	3%	-4.0%	5%
> C=CCn1c(NC(=O)c2ccccc2Cl)c(C#N)c2nc3ccccc3nc21
    54%*	-15%	0.9	i	-1%	7	6	17%	-10%	17%
> CCC(C)NC(=O)C(Cc1ccccc1)NS(=O)(=O)c1cccc2nsnc12 (stereo not given)
    -7%	12%	1.1	i	-7%	8	4	9%	-3.2%	-6%

Sorted by length of the SMILES (falling): some entries from above
Order of values – human PMI inhibitors	P. falciparum M17LAP	TNAP activators	Yfh1-off respiration	LYP inhibition	WT yeast gro inh	WT yeast gro inh mutant strain	P. falciparum M1AAP	XIAP displacement	human PMI inhibition
> Cc1ccc(-c2nnc(SCC(=O)N3CCOCC3)nc2-c2ccc(C)cc2)cc1
    1%	9%	1	i	-5%	74*	3.5*	2%	-7.6%	2%
> O=C(NC1CCCCC1)C(Cc1ccccc1)NS(=O)(=O)c1cccs1 (stereo not given)
    -12%	18%	1	i	-12%	-12	-5	14%	-6.8%	-9%
> O=C(NCCc1c[nH]c2ccccc12)c1cnc2n(c1=O)CCS2
    -2%	19%	1.1	i	-2%	6	-1	12%	-1.3%	-4%

Next section:
Order of values – human PMI inhibitors	P. falciparum M17LAP	TNAP activators	Yfh1-off respiration	LYP inhibition	WT yeast gro inh	WT yeast gro inh mutant strain	P. falciparum M1AAP	XIAP displacement	human PMI inhibition
> Cc1ccc(N2C(=O)c3ccccc3C2Nc2ccccc2)nc1 (stereo not given)
    -3%	-6%	1.1	i	-4%	9	1	4%	2.2%	1%
> CCCCCOC(=O)Cc1c(O)c2ccccc2n(C)c1=O
    12%	3%	1.1	i	-9%	-4	3	6%	2.8%	3%
> Cc1nc2cc(NC(=O)CSc3nc4c(C)cccc4cc3C#N)ccc2s1
    14%	14%	1.1	i	-4%	-6	-3	8%	-5.3%	4%
> COc1ccc(-c2noc(CCC(=O)N3CCN(Cc4ccccc4)CC3)n2)cc1
    -5%	2%	1.1	i	0%	9	16	-2%	0.2%	-3%
> COc1ccc(CNC(=O)c2sc3nc4c(c(C(F)(F)F)c3c2N)CCC4)cc1
    11%	8%	1	i	7%	-9	-11	4%	-2.1%	10%
> Cc1cc(C)nc(N/N=C/c2cn[nH]c2-c2ccc(F)cc2)n1
    .	10%	.	i	-4%	.	.	-3%	.	.
> CN(C(=O)CSc1nnc(-c2c[nH]c3ccccc23)o1)C1CCS(=O)(=O)C1 (stereo not given)
    -10%	0%	1.1	i	4%	2	4	-3%	-2.6%	-12%
> O=C(CN(C(=O)CNC(=O)c1cccs1)c1ccc2c(c1)OCCO2)NC1CCCC1
    4%	5%	1.1	i	-2%	8	3	11%	-1.4%	11%
> COc1ccc(NC(=O)CN(C)S(=O)(=O)c2ccc(Cl)cc2)cc1Cl
    -6%	11%	1	i	-5%	29	-9	7%	-0.3%	-7%
> CCC(=O)c1ccc(OC(C)C(=O)NC2(C#N)CCCCC2)cc1 (stereo not given)
    5%	-16%	1	i	-3%	-8	1	6%	-11%	11%
> Cc1cc(S(=O)(=O)NC2CCCCC2)ccc1OCC(=O)NCc1ccccn1
    -4%	16%	1.1	i	-4%	-14	-1	6%	-2.7%	5%
> O=C(COc1ccccc1-c1ccccc1)Nc1ccc(S(=O)(=O)NCc2ccco2)cc1
    -5%	-4%	1.2	i	-4%	14	18	-1%	-7.3%	-3%
> CC1CC(=O)N(CC(=O)NCc2ccc3c(c2)OCO3)c2ccccc2S1 (stereo not given)
    15%	24%	1.1	.	-1%	11	0	1%	0.7%	15%
> Cn1c(CCN2CCCCC2)nc2cc([N+](=O)[O-])ccc21
    4%	17%	1	i	-2%	4	15	13%	-5.1%	11%
> COCc1cc(=O)[nH]c(Nc2nc3ccc(C)cc3o2)n1
    22%	9%	1.5	i	1%	35	22	6%	-6.7%	23%
> Cc1ccccc1Nc1nn2c(=O)c3ccccc3nc2s1
    11%	6%	1.1	i	-4%	-24	-17	-3%	-9.1%	5%
> Cc1ccc2cc(C#N)c(SCc3nnc(-c4ccccc4[N+](=O)[O-])o3)nc2c1
    14%	6%	1	i	-3%	-26	7	-3%	-4.5%	23%
> CCOc1ccc(C(=O)NCc2ccccn2)cc1
    8%	2%	1.1	i	-5%	-12	7	2%	2.9%	5%
> CC(C)C(O)(C#CCN1CCCCC1)C(C)C
    2%	3%	1.1	i	-10%	-15	-1	-3%	-3.8%	3%
> CCN(CC)S(=O)(=O)c1cc(NC(=O)CN2C(=O)NC3(CCCc4ccccc43)C2=O)ccc1C (stereo not given)
    -8%	-13%	1	i	1%	-6	-21	-1%	-7.0%	-6%
> O=C(Nc1nnc(CCN2CCCCC2)s1)c1ccccc1
    -16%	8%	1.1	i	-5%	-4	9	4%	-0.8%	-18%
> CCN(CC)S(=O)(=O)c1ccc(N2CCOCC2)c(NC(=O)COc2ccc(C#N)cc2)c1
    .	9%	.	i	-5%	.	.	-1%	.	.
> Cc1ccc(O)c(-n2nc3ccccc3n2)c1
    1%	5%	1.1	i	-4%	18	19	-2%	-3.1%	8%
> Cc1cc(C)c2c(=O)n(CC(=O)N3CCC(Cc4ccccc4)CC3)sc2n1
    16%	4%	1	.	-2%	64	73	6%	0.1%	21%
> O=C(OCC(=O)N(C1CCCCC1)C1CCCCC1)c1ccncc1
    2%	12%	1.1	.	-2%	2	10	10%	-2.1%	6%
> CCOC(=O)C1CCCN(C(=O)Cn2cccc2C(=O)c2ccccc2)C1 (stereo not given)
    10%	17%	1	i	-7%	.	.	5%	-12%	11%
> Cc1[nH]c2ccccc2c1/C=N/NC(=O)c1cc(-c2ccccc2)n[nH]1
    .	3%	.	i	0%	.	.	4%	.	.
> Cc1ccc(CN2CCN(Cc3cnc(N4CCOCC4)s3)CC2CCO)cc1 (stereo not given)
    1%	4%	1.1	i	-7%	-10	12	7%	-0.5%	5%
> Cc1ccccc1OCc1nnc(SCc2cc(=O)[nH]c3ccccc23)n1-c1ccccc1
    2%	6%	1.1	i	1%	-19	-3	17%	-1.5%	15%
> COc1ccc(CN(C2CCCCC2C)S(=O)(=O)c2ccc(S(=O)(=O)N(C)C)cc2)cc1OC (stereo not given)
    12%	14%	1	i	1%	16	12	-2%	-6.2%	22%
> Cc1ccc(S(=O)(=O)N2CCC(=O)N(CCOCc3ccc(Cl)cc3)CC2)cc1
    11%	0%	1	i	-4%	30	-14	-7%	-3.6%	8%
> S=c1[nH]nc(-c2ccco2)n1-c1cccc2ccccc12
    -5%	-23%	0.8	i	-1%	2	4	1%	-3.5%	7%
> CCS(=O)(=O)c1cc([N+](=O)[O-])c(Sc2ccccc2N)s1
    .	0%	.	i	9%	.	.	8%	.	.
> COc1ccc(CNC(=O)c2cnccn2)cc1
    -5%	-2%	1.1	i	-8%	1	-2	7%	-22%	-2%
> O=C(Nc1ccc(F)cc1)N1CCn2c(nc3ccccc32)C1
    14%	3%	1.1	i	1%	-4	1	1%	0.4%	11%
> CCc1ccccc1Nc1ccc(C(=O)O)cc1N
    -10%	20%	0.9	i	4%	40	-1	20%	-3.6%	-3%
> COc1ccc(C2/C(=C(/O)c3ccc4c(c3)CC(C)O4)C(=O)C(=O)N2CCN2CCOCC2)cc1 (stereo not given)
    9%	21%	1.1	i	-2%	4	-2	2%	-5.8%	8%
> COc1ccc(-n2c(=O)[nH]cc(C(=O)Nc3ccc(NC(C)=O)cc3)c2=O)cc1
    3%	.	0.9	i	13%	.	.	.	-1.4%	-4%
> CCO/C=C/C(O)(CNC(=O)COc1ccccc1F)C(F)(F)F (stereo not given)
    0%	-3%	1.1	i	-8%	-12	1	5%	1.4%	-2%
> CCCCN(C)C(=O)c1ccc(CS(=O)(=O)c2ccccc2C)o1
    -9%	9%	1.1	i	-4%	4	-6	8%	-0.3%	-16%
> Cc1nc2nc(SCC(=O)C(C)(C)C)[nH]c2cc1Br
    -5%	-3%	1.1	i	-1%	4	-5	6%	-3.1%	-1%

Single records, from the list above. Values in the order: human PMI inhibitors	P. falciparum M17LAP	TNAP activators	Yfh1-off respiration	LYP inhibition	WT yeast gro inh	WT yeast gro inh mutant strain	P. falciparum M1AAP	XIAP displacement	human PMI inhibition
Entry for `CCN(CC)S(=O)(=O)c1ccc(N2CCOCC2)c(NC(=O)COc2ccc(C#N)cc2)c1` : .	9%	.	i	-5%	.	.	-1%	.	.
Entry for `CCO/C=C/C(O)(CNC(=O)COc1ccccc1F)C(F)(F)F` (stereo not given) : 0%	-3%	1.1	i	-8%	-12	1	5%	1.4%	-2%

Screening data: PubChem BioAssay, several laboratories
